# MRP-1 activ – H69AR viability gain despite doxorubicin, primary screen, MRP-1 activator project, H69AR cells, CellTiter-Glo. viability rescue. viability increase, % at 10 µM. 0.61% of 140,000 active;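 active means viability gain under doxorubicin at or above a set limit, the compound median plus 3 SD, cut at about 4.7% in these data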;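 further: MRP-1 overexpressing cells given doxorubicin 25 µM after compound pretreatment; 18-22 h compound pretreatment then 72 h with doxorubicin before readout; 0% = doxorubicin-only wells and 100% = vehicle-treated cells without doxorubicin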
# Yeast life ext – compounds extending yeast replicative lifespan, primary screen, S. cerevisiae, OD615. S. cerevisiae growth with nicotinamide; deaD strain in restrictive glucose medium. inhibition of the nicotinamide effect, % at 10 µM. 0.68% of 130,000 active;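 active means inhibition above a set limit, placed 3 SD over the median of all compounds, cut at about 26% in these data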;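 further: 0% = nicotinamide-treated wells and 100% = cells grown without nicotinamide; some compounds called inactive have numbers as strong as hits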
#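 Test system – modified budding yeast, DeaD strain · Compound – single dose 10 µM compound, 0.25% DMSO · Times – culture preincubation 4 h, compound exposure 48 h, both 30 °C · Detection – optical density (absorbance) at 615 nm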
# PTEN del growth – growth suppression of PTEN-null HCT116, primary screen, cell-based, CellTiter-Glo; HCT116 PTEN-null viability, 60 h; active compounds read low; viability, % at 10 µM; 1.2% of 140,000 active;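 active means viability at or below a set limit, 4 SD under the median of all tested compounds, cut at about 3.7% in these data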;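 further: PTEN knockout HCT116 line with beta catenin targeted HCT116 as companion control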
# E-sel TNF inh – E-selectin induction blockers in HUVEC – imaging, immunofluorescence, high content, primary screen; HUVEC TNFa-induced E-selectin immunofluorescence; 0.71% of 120,000 active; AID 1246, 2008; inhibition, % at 2 µM;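 active means inhibition above the batch mean plus 3 SD, and confirmed as a hit on visual image review, cut at about 43% in these data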;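 further: 0% = TNF-stimulated DMSO wells and 100% = unstimulated control wells; not every result past the cut was called active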
# GALR2 antag – GALR2 antagonists in receptor-expressing cells, primary screen; Galanin receptor type 2 (Homo sapiens), O43603; antagonist mode; inhibition, % at 4 µM; 0.39% of 140,000 active; AID 828, 2007; in the data active means inhibition above about 27%;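 further: cells stimulated with galanin 1-16 at roughly its EC80; 0% = agonist challenge control and 100% = basal control without agonist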
# Target sequence (O43603 whole entry, looked up): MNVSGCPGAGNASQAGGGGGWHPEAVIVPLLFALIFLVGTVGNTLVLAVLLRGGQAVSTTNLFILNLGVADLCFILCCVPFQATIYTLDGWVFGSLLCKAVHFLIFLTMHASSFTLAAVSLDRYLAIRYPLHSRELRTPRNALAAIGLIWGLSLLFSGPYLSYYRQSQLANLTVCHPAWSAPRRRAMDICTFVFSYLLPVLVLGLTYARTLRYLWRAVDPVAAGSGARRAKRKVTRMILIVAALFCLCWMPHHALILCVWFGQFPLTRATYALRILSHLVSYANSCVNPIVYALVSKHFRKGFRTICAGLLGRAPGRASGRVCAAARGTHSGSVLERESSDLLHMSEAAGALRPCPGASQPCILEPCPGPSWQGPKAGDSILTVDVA
# HCT116 bCat-KO – primary screen for growth suppressors in beta-catenin knockout HCT116 cells (colon tumor, human) | HCT116 beta-catenin knockout viability, CellTiter-Glo, 60 h; active compounds read low | viability, % at 10 µM | 1.5% of 140,000 active;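 active means viability at or under a set limit, the compound median less 4 SD, cut at about 6% in these data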;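 further: 0% = Hyamine 1622 control at 20 µM and 100% = untreated cell control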
# Phagocytosis inh – inhibitors of macrophage phagocytosis, primary screen, imaging, J774A.1 cells, IgG beads; 0.07% of 110,000 active; J774A.1 macrophage IgG-bead phagocytosis; AID 1029, 2008; inhibition, % at 5 µM;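 active means inhibition above the mean of the plate negative controls plus 5 SD, cut at about 13% in these data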;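 further: phagocytic index as fraction of beads internalized from green versus red external bead signal; plate controls were DMSO negative control for no effect and cytochalasin-D positive control for full effect; some results beyond the cut were filed as inactive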
# NPY-Y2 antag – NPY-Y2 receptor antagonists, primary screen, cell-based; NPY-Y2 expressing cells, antagonist mode; Neuropeptide Y receptor type 2 (Homo sapiens), P49146; 0.99% of 140,000 active; inhibition, % at 2.7 µM; in the data active means inhibition above about 17%;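 further: 0% = vehicle with agonist challenge and 100% = reference antagonist with challenge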
# Target sequence (P49146 whole entry, looked up): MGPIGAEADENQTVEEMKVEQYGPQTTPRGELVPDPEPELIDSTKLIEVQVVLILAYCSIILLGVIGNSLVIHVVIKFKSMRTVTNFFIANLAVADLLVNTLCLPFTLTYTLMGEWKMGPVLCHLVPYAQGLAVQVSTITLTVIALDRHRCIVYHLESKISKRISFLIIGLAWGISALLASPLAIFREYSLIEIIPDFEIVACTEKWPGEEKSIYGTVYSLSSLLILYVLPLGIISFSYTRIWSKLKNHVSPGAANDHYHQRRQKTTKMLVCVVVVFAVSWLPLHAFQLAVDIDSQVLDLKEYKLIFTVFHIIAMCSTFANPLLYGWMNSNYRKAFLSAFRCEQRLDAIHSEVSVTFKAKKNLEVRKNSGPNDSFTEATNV
# Measles CPE – compounds protecting cells from measles virus cytopathic effect, primary screen, measles RdRp inhibitor project, single point, MLSMR library, absorbance | Measles virus-infected cells, CPE protection | protection (pct of control), % at 4 µM | 1.5% of 140,000 active | AID 841, 2007; in the data active means protection mostly above about 24%, no sharp cut-off; inactive means mostly below about 26%; further: some compounds called inactive have numbers as strong as hits
# BB579 growth dn – growth inhibitors of yeast BB579 in restrictive medium, primary screen, yeast lifespan-shortening project, S. cerevisiae. 0.51% of 140,000 active. inhibition, % at 10 µM. OD615, 48 h;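 active means inhibition above a set limit, 3 SD over the mean compound inhibition, cut at about 44% in these data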; further: inactives centre near -24
#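 Test system: S. cerevisiae DeaD strain BB579 yeast; Medium: restrictive CSMM-D medium; Compound: one dose, 10 µM compound with 0.25% DMSO; Incubation: 4 h cell preincubation, 48 h compound exposure, 30 °C humidified; Signal: OD at 615 nm; Benchmarks: amphotericin B at 10 µg/mL as positive control.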
# Numbers without * were called inactive; x = not tested or not shown. The order is random, and some 6.4% of all compounds hit somewhere here.
SMILES	NPY-Y2 antag	MRP-1 activ	Yeast life ext	E-sel TNF inh	HCT116 bCat-KO	PTEN del growth	BB579 growth dn	GALR2 antag	Phagocytosis inh	Measles CPE
Cc1occc1-c1nnc(SCc2cc(=O)n3cc(Br)ccc3n2)n1C	0	-1.9	-6	x	96	93	-16	8	-1	4
COc1cc(CN(C2CCCCC2C)S(=O)(=O)c2ccc(S(=O)(=O)NC3CC3)cc2)cc(OC)c1OC (stereo unspecified)	0	-3.4	1	x	64	53	-21	-6	-3	5
COc1cc2c(cc1NC(=O)Nc1ccccc1)oc1ccccc12	-2	-3.9	-7	100*	80	78	-31	4	x	5
Cc1[nH]nc(-c2ccc(O)c(C)c2O)c1-c1cnn(-c2ccccc2)c1	1	-2.1	-8	-29	76	86	-56	-11	-2	2
CCOc1ccc(S(=O)(=O)N2CCCC2)cc1	-3	0.2	-3	2	94	104	-8	-7	0	2
Cc1ccc(C(=O)N2CC(C)SC2=Nc2cccc(S(=O)(=O)N(C)C)c2)cc1 (stereo unspecified)	1	-2.7	12	-40	96	82	-28	-2	-6	4
COC(=O)Nc1ccc(Oc2ccccc2)cc1	-1	-0.9	-15	-4	95	112	-38	1	0	11
O=C(NCc1cccc(C(F)(F)F)c1)C1CC(c2ccccc2[N+](=O)[O-])=NO1 (stereo unspecified)	4	-2.8	-20	4	91	73	-1	1	-1	17
CC1=C(C#N)C(c2ccc(O)cc2)C2=C(CC(C)(C)CC2=O)N1 (stereo unspecified)	5	0.3	6	x	99	95	-14	-2	-1	29
Cc1nn2c3c(cnc2c1-c1ccccc1)C(=O)CC(c1ccco1)C3 (stereo unspecified)	3	-2.2	-19	-32	91	91	-14	3	1	0
CCCCCCCc1c(C)nc(N2CCOCC2)[nH]c1=O	0	-0.9	-11	8	82	92	2	-5	-1	18
CC(=O)Nc1ccc(-c2cc(-c3ccc(NC(C)=O)cc3)nc(-c3ccccc3)n2)cc1	4	-0.6	-7	30	103	100	-28	3	x	2
COc1ccc(C2CC(c3ccc(F)cc3)Nc3nc(N)nn32)cc1OC (stereo unspecified)	3	1.1	-2	x	82	95	17	3	0	5
O=C(Nc1nc(-c2ccccc2)c(-c2ccccc2)o1)c1ccc(F)cc1	3	-3.3	-26	-86	20	19	-6	0	x	6
O=C(Nc1cnn(C23CC4CC(CC(C4)C2)C3)c1)c1cnn2cccnc12	1	-2.1	0	-28	94	94	-48	8	-2	4
O=C(Nn1cnc2ccccc2c1=O)c1ccccc1Cl	-2	-0.1	-1	x	100	107	10	5	1	19
O=C(CCCC(=O)N1CCN(c2ccc([N+](=O)[O-])cc2)CC1)c1ccccc1	3	-1.1	-2	12	79	93	-22	0	-4	3
CCOc1ccc(S(=O)(=O)N2CCN(C)CC2)c(C)c1C	6	-2.4	-8	13	95	98	-24	-5	0	7
Cc1ccc(C)c(NC(=O)CSc2nnc(-c3ccccc3C)o2)c1	9	0.8	-11	-20	97	87	-59	0	0	x
CCC(=O)Nc1cccc(-c2nnc(SCC(=O)NCc3ccco3)n2C)c1	-1	-1.1	-15	-7	93	99	-41	0	x	18
O=C(C1CC1)N(CCc1ccccc1)Cc1nc2ccccc2c(=O)[nH]1	0	0.4	-4	25	93	104	-7	1	-2	10
O=c1[nH]c(-c2ccco2)nc2sc3c(c12)CCCC3	2	-1.3	-8	x	90	89	-1	-1	-1	9
COc1cc([C@@H]2[C@H]3CN(C)CC=C3C(C#N)=C(N)C2(C#N)C#N)cc2c1OCO2	2	-1.7	1	-2	83	98	-28	-8	-2	3
CCOC(=O)CSc1nc2nc(C)cc(C)n2n1	0	1.7	-5	-23	112	107	-27	3	0	17
CCC1C2CN(C(C)=O)CC=C2C(C#N)=C(N)C1(C#N)C#N (stereo unspecified)	2	-4.0	-13	8	102	88	-6	-3	-1	17

# (list continues)
SMILES	NPY-Y2 antag	MRP-1 activ	Yeast life ext	E-sel TNF inh	HCT116 bCat-KO	PTEN del growth	BB579 growth dn	GALR2 antag	Phagocytosis inh	Measles CPE
Cc1ccc(NC(=O)c2ccco2)c(NC(=O)CN2C(=O)c3ccccc3C2=O)c1	2	-1.4	-12	-2	106	99	-20	-1	0	32
CCCC(C(=O)NCc1ccco1)N(C(=O)CNS(=O)(=O)c1ccccc1)C1CCCC1 (stereo unspecified)	6	-1.2	-17	7	88	86	-21	-5	-1	5
CCCCCC(=O)Nc1ccccc1N1CCN(c2ccccc2)CC1	5	-2.3	-11	-20	65	71	1	-5	0	32
CS(=O)(=O)NCc1nnc(SCC(=O)NC2CCCCC2)n1-c1ccc(F)cc1	-2	0.3	1	16	96	113	-32	-6	0	17
CCN(CC)c1ccc(C2C(C(=O)OCCOC(C)C)=C(C)NC3=C2C(=O)CCC3)cc1 (stereo unspecified)	-2	-1.9	-31	x	73	88	9	1	-4	2
O=C1c2cccnc2C(=O)N1CO	2	-0.4	-14	x	102	93	13	-12	-1	16
Cc1ccc(-c2nn(-c3ccccc3)c3[nH]c(=O)c(CNCc4ccccc4)cc23)cc1	1	-7.3	x	-14	3.5*	13	-46	-8	x	3
c1ccc(CCNc2ncnc3c2cnn3-c2ccccc2)cc1	3	-3.3	x	14	81	86	8	-7	x	4
CCOC(=O)C1NN=C(C(=O)c2ccc(C)cc2)C1c1ccc(C)cc1 (stereo unspecified)	3	-1.1	5	9	84	84	-35	-4	-1	1
O=C(O)c1ccc(NS(=O)(=O)c2ccc(Cl)cc2)cc1	4	-2.7	-22	-9	88	91	20	-4	1	3
CCN1CCCC1CNC1=NCCCCC1 (stereo unspecified)	0	-0.6	-20	71*	107	97	10	-9	0	12
Cc1ccc(NS(=O)(=O)c2cccc(C(=O)NNC(=O)NC3CCCCC3)c2)c(C)c1	3	-0.4	1	14	96	91	-14	-3	-3	10
CCOC(=O)N1CCN(c2nc(-c3cccs3)cc(C(F)(F)F)n2)CC1	0	0.5	3	0	88	83	-9	2	x	4
CC1(C(=O)Nc2nccs2)Cc2ccccc2C(=O)O1 (stereo unspecified)	1	-0.1	-3	-10	98	112	-14	-8	-2	4
CN(C)c1ccc(NC(=O)COC(=O)Cn2nnc3ccccc32)cc1	2	0.3	-1	89*	95	100	-10	-4	0	23
CCOC(=O)C1=C(C)OC(N)=C(C#N)C1c1c(C)nn(-c2ccc(C)cc2)c1Cl (stereo unspecified)	2	-3.3	-9	-8	65	67	-17	-8	0	16
C=CCn1c(=N)c(C(=O)NCCCOC)cc2c(=O)n3ccccc3nc21	4	-0.9	-1	-5	91	101	-25	-3	-1	8
Brc1cccc(OCCN2CCCCC2)c1	3	-2.2	4	17	84	89	-10	-6	x	4
Cn1cc(C(=O)NC2CCCCCCC2)c(=O)c2cc(S(=O)(=O)N3CCCC3)ccc21	2	-0.5	-15	-29	95	80	-48	9	x	8
CCOC(=O)/C=C1\SCC(=O)N1CCOc1cccc(Br)c1	5	3.2	-10	-15	103	95	-20	6	0	4
CCCCOC(=O)Nc1ccc(N(C)C)cc1	-1	-0.2	-2	-15	102	107	5	1	x	6
COc1ccc(N2C(=O)C(Cl)=C(N3CCN(Cc4ccccc4)CC3)C2=O)cc1	-2	-1.2	0	-15	100	97	-68	-1	-1	11
COCCn1c(=NC(=O)c2ccc(S(=O)(=O)N3CCc4ccccc4C3)cc2)sc2cc(S(N)(=O)=O)ccc21	6	-2.6	8	-25	69	80	-42	3	1	3
COCCNC(=O)Cc1ccc(Br)cc1	1	-2.7	-7	-43	94	101	-7	-6	0	2
CCCN1C2CCCC1CC(NC(=O)Nc1cccc(C(C)=O)c1)C2 (stereo unspecified)	0	-0.6	17	-23	99	96	-21	7	-2	12

# Next part:
SMILES	NPY-Y2 antag	MRP-1 activ	Yeast life ext	E-sel TNF inh	HCT116 bCat-KO	PTEN del growth	BB579 growth dn	GALR2 antag	Phagocytosis inh	Measles CPE
Cc1ccc(S(=O)(=O)N2CCN(c3ccc([N+](=O)[O-])c4cccnc34)CC2)cc1	0	-0.7	-3	x	71	76	-22	3	-15	13
CCOc1cc(C(N)=O)cc(Br)c1OC	1	-5.3	x	16	107	97	-21	-23	x	4
CSCC[C@H](NC(=O)OC(C)(C)C)c1nnc(SCC(N)=O)o1	1	-1.6	-8	x	95	93	-42	-6	-1	2
O=C(CSc1nnnn1C1CCCC1)N1CCCc2ccccc21	0	-2.1	-7	-24	100	106	-44	-18	2	2
CCCCOc1ccc(-c2nnn(CC(=O)NCc3ccco3)n2)cc1	0	-5.3	-1	0	29	31	-2	5	4	6
NCCCCC(NC(=O)C1CCCN1C(=O)C1CSSCC(N)C(=O)NC(Cc2ccc(O)cc2)C(=O)NC(Cc2ccccc2)C(=O)NC(CCC(N)=O)C(=O)NC(CC(N)=O)C(=O)N1)C(=O)NCC(N)=O (stereo unspecified)	0	-0.2	2	x	95	91	-6	-12	x	15
C/C(=N\NC(=O)C(=O)Nc1cccc(C(F)(F)F)c1)c1ccc(Cl)s1	1	-0.9	-12	32	78	86	-19	-6	1	20
O=C(Nc1ccc2c(c1)OCO2)c1cc2ncc(Br)cn2n1	3	-2.8	-19	18	82	89	-41	0	-1	5
O=C(NCc1ccco1)C(NS(=O)(=O)c1cccc2nsnc12)c1ccccc1 (stereo unspecified)	3	-1.3	2	x	86	89	-32	0	-4	2
CCOC(=O)/C(C#N)=C/c1ccc(N2CCN(Cc3ccccc3)CC2)cc1	5	-0.7	-8	-21	77	77	-12	-22	-11	9
COC(=O)C1=C(C)Nc2nc(-c3ccccc3)nn2C1c1ccc(C)o1 (stereo unspecified)	4	-3.4	-6	-6	92	77	-9	11	-1	14
CCC(NC(=O)c1ccccc1NC(=O)c1ccccc1)C(=O)NNC(=O)CSc1nc2ccccc2o1 (stereo unspecified)	1	1.5	-4	x	88	95	-7	1	-2	11
Cc1cccc(NC(=O)CSc2nnc(CSc3nc(C)cc(C)n3)o2)c1	7	0.8	-9	3	120	109	-62	2	x	9
Cc1cc(=O)oc2cc(OCc3ccc(C(=O)N4CCN(c5ccccc5)CC4)cc3)ccc12	6	0.3	0	-21	84	82	-36	3	-6	6
CC1SC(C)C(=O)N(CC(=O)Nc2ccc3c(c2)OCO3)C1=O (stereo unspecified)	4	-0.4	-4	x	94	92	-20	20	-4	3
CCn1c(-c2cc(-c3cc(C)ccc3C)nc3ccccc23)n[nH]c1=S	5	0.8	-2	-1	86	84	-22	1	3	3

# Screens: PubChem, several laboratories
